Screening results (PubChem)
Pyk2 oligo antag: antagonists of human Pyk2 oligomerization. Q14289. Q293 cells, Pyk2 FERM NanoBiT luminescence; hits give low values. z-score (the deposit names both 25 µM and 10 µM). hit rate 0.83% among 99,000;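 active means Z-score of -3 or lower, scaled per plate to the spread of control and sample wells; inactive means z-score above -3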;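 further: negative z-score means lost luminescence so less FERM oligomerization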
PostGolgi ctrl: growth of the yeast control strain, post-Golgi counter-screen; inhibition, % at 10 µM; hit rate 5% among 98,000; efflux-deficient yeast background strain, growth absorbance A615, 16 h; AID 738
CYP2C9 activ: CYP2C9 (human) activation; recombinant CYP2C9, luciferin-H conversion, luminescence; hits give high values; factor 1 = untreated enzyme, 0 = blocked; activation factor at 5 µM; hit rate 1.4% among 96,000; AID 1024;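 active means activation factor of 2 or more for CYP2C9 at a 5 µM dose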;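 further: 0 = sulfaphenazole-blocked wells and 1 = vehicle-only wells; values of inactives mirror those of a sister screen read the other way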
Target sequence (P11712 whole entry, looked up): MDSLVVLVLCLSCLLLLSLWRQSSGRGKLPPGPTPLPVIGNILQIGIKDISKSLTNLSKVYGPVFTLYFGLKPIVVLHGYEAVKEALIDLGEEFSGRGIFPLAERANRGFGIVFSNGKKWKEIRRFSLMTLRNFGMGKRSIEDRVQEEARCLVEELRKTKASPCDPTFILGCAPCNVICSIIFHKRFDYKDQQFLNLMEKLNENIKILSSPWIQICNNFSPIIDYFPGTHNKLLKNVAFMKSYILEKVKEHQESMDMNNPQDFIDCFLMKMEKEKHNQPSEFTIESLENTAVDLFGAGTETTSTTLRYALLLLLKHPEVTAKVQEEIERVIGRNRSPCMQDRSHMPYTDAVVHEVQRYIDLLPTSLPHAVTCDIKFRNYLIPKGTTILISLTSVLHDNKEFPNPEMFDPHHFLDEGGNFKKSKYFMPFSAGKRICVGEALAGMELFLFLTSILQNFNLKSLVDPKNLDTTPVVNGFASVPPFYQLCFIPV
PTPN22 act: LYP (human) phosphatase activation; Q9Y2R2; recombinant LYP, DiFMUP fluorescence; 0 = plate median, 100 = signal doubled; activation, % at 2 µM; hit rate 0.11% among 96,000; AID 697;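 active means activation at 2 µM above a set limit, the mean plus 5 SD, cut at about 37% in these data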
E coli WT exp: E. coli BW25113 growth inhibition, expanded screen. growth inhibition, % at 100 µM. AID 710. hit rate 0.15% among 98,000. OD600 absorbance;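 active means growth inhibition above about 50% at one test dose, limit read from the data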;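 further: growth measured after 20 h incubation at 37 °C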
hDAT+cocaine: human DAT dopamine uptake with cocaine, either direction. LLC-PK1 hDAT cells, [14C]-dopamine uptake with cocaine IC80; actives deviate in either direction. B-score at 10 µM. hit rate 1.3% among 110,000. AID 449768;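 active means Z score or B-score, a plate-position-corrected score, falls beyond the plate's 99.7% confidence bounds, in either direction; inactive means both scores lie inside the 99.7% bounds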;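 further: scored against the spread of the other compound wells on the same plate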
Target sequence (Q01959 whole entry, looked up): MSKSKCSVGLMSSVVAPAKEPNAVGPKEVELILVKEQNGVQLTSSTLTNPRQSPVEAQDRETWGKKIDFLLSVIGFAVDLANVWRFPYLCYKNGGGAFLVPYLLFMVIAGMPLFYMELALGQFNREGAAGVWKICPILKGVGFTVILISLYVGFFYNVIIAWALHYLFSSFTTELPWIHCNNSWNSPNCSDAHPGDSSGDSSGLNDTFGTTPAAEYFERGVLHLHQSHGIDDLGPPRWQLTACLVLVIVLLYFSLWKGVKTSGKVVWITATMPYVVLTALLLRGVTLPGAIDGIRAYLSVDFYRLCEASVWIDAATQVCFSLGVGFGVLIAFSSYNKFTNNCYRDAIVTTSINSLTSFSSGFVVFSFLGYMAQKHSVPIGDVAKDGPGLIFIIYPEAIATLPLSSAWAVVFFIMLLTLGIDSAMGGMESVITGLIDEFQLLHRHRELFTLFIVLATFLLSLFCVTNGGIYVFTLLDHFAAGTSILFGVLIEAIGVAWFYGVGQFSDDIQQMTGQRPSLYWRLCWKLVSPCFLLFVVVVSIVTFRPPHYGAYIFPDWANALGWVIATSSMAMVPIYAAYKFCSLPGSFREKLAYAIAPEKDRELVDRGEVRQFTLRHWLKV
LYP inh 2: blocks human PTPN22 phosphatase activity; recombinant LYP catalytic domain, DiFMUP fluorescence; inhibition, % at 2 µM; hit rate 0.21% among 96,000; AID 640;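 active means inhibition at 2 µM at or above a set limit, the screen mean plus 3 SD, cut at about 24% in these data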;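 further: 0% = DMSO with enzyme and 100% = enzyme fully blocked by orthovanadate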
CYP2C9 inh: inhibitors of human CYP2C9; CYP2C9 Supersomes, luciferin-H conversion, luminescence; inhibition, % at 5 µM; hit rate 20% among 96,000; AID 777;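 active means blocking of liver enzyme CYP2C9 beyond about 50% at 5 µM, limit read from the data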; further: values of inactives mirror those of a sister screen read the other way
PostGolgi yeast: growth inhibition of a yeast mutant, post-Golgi transport screen. post-Golgi transport phenotypic cell assay. inhibition, % at 10 µM. hit rate 0.9% among 98,000;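 further: yeast cells grown in 1536-well plates; yeast grown about 18 h at 30C before absorbance read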
An asterisk follows results filed as active; / = not tested or not shown. Unless noted, no stated cut-off is given here; in the data, active means inhibition above about 30%; inactive means the rest. Random draw from the library; overall some 24% were active at least once.

entry	Compound	Pyk2 oligo antag	PostGolgi ctrl	CYP2C9 activ	PTPN22 act	E coli WT exp
1	c1ccc2c(c1)nc(N1CCOCC1)c1nnnn12	/	2	1.1	/	2
2	COc1ccccc1NS(=O)(=O)c1ccc(O)c(C(N)=O)c1	1.6	-4	0.9	-4	7
3	C=CCn1c(C)cc(C(=O)CSc2nnc(-c3cccc(S(=O)(=O)N(CC)CC)c3)o2)c1C	-0.13	-3	0.1	-11	-24
4	Cc1nnc(N(C)C(=O)c2cccnc2)s1	0.26	-2	1.1	6	2
5	COCCn1cc(C(=O)NCc2cccs2)c2c3ccccc3n(C)c2c1=O	2	11	0.7	11	7
6	CCOC(=O)CCP(=O)(O)C(C)(O)c1ccccc1 (centres undefined)	-0.35	8	1.1	-3	6
7	CC(=O)c1cc(NC(=O)c2ccccc2)c(=O)oc1/C=C/N(C)C	-0.33	9	0.5	-2	4
8	CCCCC(=O)N(CCOC)c1nnc(-c2ccc(OC)cc2)s1	-2.1	4	1	/	-6
9	O=C1CC(N(CCc2ccccc2)C(=S)Nc2cc(Cl)ccc2Cl)C(=O)N1c1c(Cl)cccc1Cl (centres undefined)	-0.39	-3	0.5	17	-15
10	COc1ccc(C2=NOC3(CC(=O)N(c4ccc(C)cc4)C3=O)C2)cc1 (centres undefined)	2.5	18	0.9	0	-5

entry	hDAT+cocaine	LYP inh 2	CYP2C9 inh	PostGolgi yeast
1	0.038	/	-9	-5
2	-0.47	3	14	5
3	-0.61	10	89*	-5
4	-0.88	-3	-6	7
5	0.31	-12	32	17
6	-0.26	5	-11	-2
7	-0.041	5	47	-1
8	-0.19	/	1	-6
9	-1.7	-12	54*	5
10	-0.38	1	12	8

The listing continues.
entry	Compound	Pyk2 oligo antag	PostGolgi ctrl	CYP2C9 activ	PTPN22 act	E coli WT exp
11	CCN1C(c2ccc(F)cc2)=CS/C1=C(\C#N)c1nnc2n1-c1ccccc1SC2	-1.4	23	2.3*	9	-10
12	O=C(COC(=O)C1CC2C=CC1C2)NCc1ccco1 (centres undefined)	-0.09	-4	0.8	-3	0
13	C/C(=N/Oc1nc(C)cc(C)n1)c1ccc(F)cc1	-0.54	23	1	6	7
14	CC(C)Oc1ccc(-c2cc(=O)[nH]c(=O)[nH]2)cc1	0.09	11	1.3	1	4
15	C=CCOc1ccc(/C(O)=C2\C(=O)C(=O)N(CCOC)C2c2cccnc2)cc1 (centres undefined)	-0.62	-2	0.9	4	-6
16	COc1ccccc1OCCSc1ncnc2nc[nH]c12	0.28	16	1.1	33	2
17	O=C1/C(=C\c2ccccn2)SC(=S)N1Nc1ncc(C(F)(F)F)cc1Cl	-0.36	0	0.6	-2	21
18	Cc1cc(NC(=O)CCC(=O)N(Cc2cccs2)C(C(=O)NC2CCCC2)c2cccnc2)no1 (centres undefined)	-0.25	1	0.7	4	-2
19	CCOC(=O)c1ccc(NC(=O)CNC(=O)C2CCCCC2)cc1	0.56	7	0.5	7	2
20	O=C(Cn1cc2c(n1)CCCC2)NCCCN1CCN(C2CCCCC2)CC1	/	3	1.1	/	3

entry	hDAT+cocaine	LYP inh 2	CYP2C9 inh	PostGolgi yeast
11	-0.0014	-12	-127	2
12	0.39	0	16	-3
13	0.11	-5	4	-1
14	0.7	0	-27	11
15	-0.067	-1	7	-2
16	0.18	-36	-10	-19
17	0.94	4	42	10
18	-1.8	-2	32	1
19	0.96	-9	54*	0
20	-1.3	/	-7	-13

(more compounds)
entry	Compound	Pyk2 oligo antag	PostGolgi ctrl	CYP2C9 activ	PTPN22 act	E coli WT exp
21	CN1CCCCc2c1[nH]c1ccccc1c2=O	0.13	-1	1.3	-4	18
22	CC1CCCCC1NS(=O)(=O)c1ccc(S(=O)(=O)N2CCN(CCC#N)CC2)cc1 (centres undefined)	/	7	0.6	/	6
23	CC(C)NC(=O)c1ccccc1NC(=O)CCc1ccccc1	-0.24	/	/	-12	/
24	COc1cc(C(=O)Nc2nc3ccc4nc(C)sc4c3s2)cc(OC)c1OC	0.26	10	1	-8	-5
25	O=C(CSCC(=O)N1CCOCC1)Nc1nc(-c2ccc3c(c2)OCO3)cs1	/	17	0.5	-2	1
26	CC(C)(C)OC(=O)N1CCC[C@@H]1C(=O)N1CCC(C(=O)O)CC1	1.4	-8	1.1	/	-2
27	COc1ccc(S(=O)(=O)Nc2ccc3oc(C)c(C(C)=O)c3c2)cc1	-0.61	5	0.3	-9	7
28	CC(NC(=O)Cn1cc2c(n1)CCCCC2)c1ccccc1 (centres undefined)	/	12	1	/	5
29	Cc1cc(C)c(C(=O)OCCNC(=O)c2cccnc2)cc1C	0.44	-1	0.3	-2	10
30	Cc1ccc(S(=O)(=O)NC(C)(C)CSc2nnc(Nc3ccccc3)s2)cc1	-2.8	34*	0.9	-1	-14

entry	hDAT+cocaine	LYP inh 2	CYP2C9 inh	PostGolgi yeast
21	0.11	1	-32	3
22	-0.3	/	45	-2
23	-0.86	13	/	/
24	0.78	5	-1	-8
25	-0.56	-1	46	-3
26	0.41	/	-13	2
27	-1.7	10	67*	-7
28	-0.21	/	4	4
29	-0.035	2	71*	1
30	-8.1*	3	9	3

An excerpt from above with just PostGolgi ctrl.
item	compound	PostGolgi ctrl
3	C=CCn1c(C)cc(C(=O)CSc2nnc(-c3cccc(S(=O)(=O)N(CC)CC)c3)o2)c1C	-3
4	Cc1nnc(N(C)C(=O)c2cccnc2)s1	-2
5	COCCn1cc(C(=O)NCc2cccs2)c2c3ccccc3n(C)c2c1=O	11
6	CCOC(=O)CCP(=O)(O)C(C)(O)c1ccccc1 (centres undefined)	8
7	CC(=O)c1cc(NC(=O)c2ccccc2)c(=O)oc1/C=C/N(C)C	9
8	CCCCC(=O)N(CCOC)c1nnc(-c2ccc(OC)cc2)s1	4

Entries of single compounds from above. Order of screens: Pyk2 oligo antag	PostGolgi ctrl	CYP2C9 activ	PTPN22 act	E coli WT exp	hDAT+cocaine	LYP inh 2	CYP2C9 inh	PostGolgi yeast
Shown for CC(C)NC(=O)c1ccccc1NC(=O)CCc1ccccc1 = -0.24	/	/	-12	/	-0.86	13	/	/
Shown for O=C(CSCC(=O)N1CCOCC1)Nc1nc(-c2ccc3c(c2)OCO3)cs1 = /	17	0.5	-2	1	-0.56	-1	46	-3

Following part
entry	Compound	Pyk2 oligo antag	PostGolgi ctrl	CYP2C9 activ	PTPN22 act	E coli WT exp
31	O=S(=O)(c1ccc(Cl)s1)N1CCC(Cc2ccccc2)CC1	-0.74	29	0.3	1	-1
32	O=C(O)c1cc(S(=O)(=O)N2CCCCCC2)c(Cl)cc1Cl	-0.31	7	0.8	4	-9
33	c1ccc(CCn2nnnc2C(c2cccnc2)N2CCN(c3nc4ccccc4s3)CC2)cc1 (centres undefined)	-3*	15	0.6	-11	-12
34	COc1ccc(Nc2nc3ccccc3nc2NS(=O)(=O)c2cccs2)cc1	-1.5	35*	0.1	-15	-2
35	Cc1cc(SC(C)C(=O)Nc2c(C)n(C)n(-c3ccccc3)c2=O)nc2ccccc12 (centres undefined)	1.7	9	1	4	0
36	O=c1nc(N2CCOCC2)ccn1-c1nc(-c2ccccc2)oc1-c1ccccc1	0.58	21	0.5	1	-7
37	COc1ccc(-c2nc3ccccn3c2NCc2ccc3c(c2)OCO3)cc1	-0.2	/	/	-2	/
38	O=C1Nc2ccccc2C1=Nc1ccc(-c2nnc3n2CCCCC3)cc1	0.71	3	1.2	/	9
39	CCN(CC)CCN1C(=O)C(=O)/C(=C(/O)c2ccccc2)C1c1ccccc1F (centres undefined)	-0.08	9	1.1	1	-6
40	CCN(C(=O)CCc1nc(-c2ccccc2F)no1)c1cc(OC)ccc1OC	-1.6	15	0.1	1	-6

entry	hDAT+cocaine	LYP inh 2	CYP2C9 inh	PostGolgi yeast
31	-0.93	-2	68*	0
32	-1.1	-6	22	5
33	1.7	10	36	43*
34	-0.78	18	88*	6
35	0.047	-1	-3	11
36	0.33	-4	55*	-3
37	1.6	3	/	/
38	0.55	/	-16	6
39	-0.19	-3	-6	8
40	1.2	3	94*	-5

Following part
entry	Compound	Pyk2 oligo antag	PostGolgi ctrl	CYP2C9 activ	PTPN22 act	E coli WT exp
41	CCOc1ccc2oc(-c3ccccc3)c(C(=O)N3CCN(CCO)CC3)c2c1	-0.07	2	0.2	-4	-3
42	COc1ccccc1CC1(C)NC(=O)N(CC(=O)N2CC(C)OC(C)C2)C1=O (centres undefined)	2	-8	1.1	11	9
43	O=C(C1CCC1)N1CCc2cc(S(=O)(=O)Nc3ccc4c(c3)OCO4)ccc21	-0.91	/	/	-18	/
44	CN(CC(=O)NCCC1=CCCCC1)S(=O)(=O)c1ccc2c(c1)c(=O)n(C)c(=O)n2C	/	1	1.5	17	0
45	O=S(=O)(N1CCCCC1)N1CCN(c2ccccc2F)CC1	-1.7	-3	1.3	10	0
46	O=S(=O)(/N=C(/Nc1ccccc1F)c1ccccc1)c1ccccc1	0.19	-1	0.6	-6	-2
47	CCOC(=O)c1c(-c2ccc(OC)cc2)csc1NC(=O)CCN1C(=O)c2ccccc2C1=O	-0.62	8	0.2	-12	-20
48	O=C1C(Cl)=C(N2CCOCC2)C(=O)N1c1cccc(Cl)c1	0.23	3	0.6	-5	14
49	CCCn1nnnc1NC(=O)COc1ccc(Cl)cc1C	0.22	5	0.5	-1	24
50	O=C(N/N=C/c1ccc(Cl)cc1)c1sccc1OCc1ccc(F)cc1	-0.13	27	0.5	/	-9

entry	hDAT+cocaine	LYP inh 2	CYP2C9 inh	PostGolgi yeast
41	-0.89	4	82*	-6
42	0.39	-14	-14	14
43	0.15	20	/	/
44	-0.31	-18	-54	0
45	0.079	-12	-26	15
46	0.12	6	41	4
47	0.35	15	78*	5
48	0.24	2	44	0
49	/	-3	47	1
50	-0.69	/	48	5

The list goes on.
entry	Compound	Pyk2 oligo antag	PostGolgi ctrl	CYP2C9 activ	PTPN22 act	E coli WT exp
51	O=C(CSc1ncn[nH]1)Nc1nnc(-c2ccccc2)s1	/	6	0.7	/	0
52	COc1ccc(C(=O)CSc2nnc(-c3cnccn3)n2Cc2ccco2)cc1	0.92	21	0.5	-1	-9
53	Cc1ccc(C(=O)CCC(=O)O)cc1	/	11	1.1	-12	-7
54	CCCOC(=O)c1sc2nc3c(cc2c1N)C(=O)CCC3	0.16	6	1	-3	1
55	O=C(CSc1ccc2nnc(-c3cccnc3)n2n1)NCc1ccco1	/	5	0.8	9	2
56	CN(C)CCN1C(=O)c2oc3ccc(F)cc3c(=O)c2C1c1ccncc1 (centres undefined)	/	-9	0.7	2	3
57	Cc1ccc(C(=O)CC2(O)C(=O)N(C)c3ccccc32)o1 (centres undefined)	/	4	0.9	/	-2
58	COc1cccc(OC)c1NC(=O)C1CCCN1C(=O)NCc1ccccc1 (centres undefined)	0.26	5	1	-4	0
59	[O-][n+]1onc2c1CCc1nnc(-c3ccccc3)cc1-2	0.02	32*	1.2	-5	5
60	C=CCN=C(NC#N)SCC(=O)NC(C)(C)C	0.15	-7	1.2	-3	5

entry	hDAT+cocaine	LYP inh 2	CYP2C9 inh	PostGolgi yeast
51	-0.23	/	26	-1
52	0.25	-3	54*	5
53	-1.4	12	-15	5
54	0.38	2	-2	-7
55	-1.4	-10	21	3
56	0.09	-5	26	-5
57	-0.38	/	10	-1
58	-1.6	2	-3	15
59	-0.78	9	-15	3
60	1.2	2	-19	-2

More records follow:
entry	Compound	Pyk2 oligo antag	PostGolgi ctrl	CYP2C9 activ	PTPN22 act	E coli WT exp
61	CC(=O)Nc1ccc(S(=O)(=O)n2nc(C)cc2C)cc1	1.3	2	0.6	3	4
62	Cc1ccc(/C=C(\NC(=O)c2ccc(C)cc2)c2nc(=S)[nH][nH]2)cc1	0.01	22	0.7	-1	12
63	O=C(CN1C(=O)CCC1=O)NCC12CC3CC(CC(C3)C1)C2	0.38	8	0.6	0	0
64	CCOC(=O)C1CCCCN1Cc1ccc(F)cc1 (centres undefined)	0.83	6	1.1	5	6
65	O=C(NCc1ccco1)C1CCCN(S(=O)(=O)c2cnc[nH]2)C1 (centres undefined)	/	3	0.7	2	8

entry	hDAT+cocaine	LYP inh 2	CYP2C9 inh	PostGolgi yeast
61	0.018	1	43	2
62	0.46	3	34	0
63	-2	3	42	16
64	0.044	-5	-9	4
65	-0.61	-4	27	-19
